Source: PubChem
APE1 inh = blocks human APE1 abasic DNA cleavage. recombinant APE1, TAMRA/BHQ-2 abasic DNA cleavage fluorescence. AID 2517. Potency, µM (highest dose often 65.8 µM), for inactives: at the top dose activity change, negative = inhibition, actives largely listed as inhibitors. P27695. hit rate 0.35% among 350,000;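 further: potency means the concentration at half of the fitted maximal effect; plate controls were vehicle for no effect and reference inhibitor for full effect; nearly all actives have a fitted effect of over 55% in size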
Target sequence (P27695 whole entry, looked up): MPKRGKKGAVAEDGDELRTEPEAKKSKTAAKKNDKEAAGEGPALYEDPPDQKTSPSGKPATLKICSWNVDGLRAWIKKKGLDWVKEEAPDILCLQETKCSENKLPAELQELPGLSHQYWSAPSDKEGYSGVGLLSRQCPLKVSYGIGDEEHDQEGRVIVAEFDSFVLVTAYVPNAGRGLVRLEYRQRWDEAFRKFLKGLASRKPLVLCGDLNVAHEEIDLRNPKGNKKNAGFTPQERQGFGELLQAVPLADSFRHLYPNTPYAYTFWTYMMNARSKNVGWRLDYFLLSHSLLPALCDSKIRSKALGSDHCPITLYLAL
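Endonuclease cleavage of a quenched abasic-site DNA duplex (50 nM) by APE1 (0.75 nM) was tracked by TAMRA dequenching. Compounds were preincubated with enzyme 15 min at room temperature; data normalized to buffer-only and DMSO wells plus NSC13755 control.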
LDHA block = inhibitors of human lactate dehydrogenase A | P00338 | purified LDHA, NADH/diaphorase-resazurin fluorescence; active compounds read low | activity change, % (values are at about 110 or 230 µM) | hit rate 0.15% among 480,000 | AID 1347041; in the data active means activity change below about -30%; inconclusive means mostly about -25% to -30%;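 further: plate controls were DMSO wells for no effect and wells without enzyme for full effect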
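Enzyme activity of human lactate dehydrogenase 5 (2 nM; 0.06 mM NADH, 0.2 mM pyruvate, 5 min, RT) is measured via a resazurin/diaphorase fluorescence readout of residual NADH.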
POLH inh = DNA polymerase eta (human) inhibition; Q9Y253; recombinant Pol eta, fluorescent DNA replication assay; Potency, µM (doses to about 114 µM), for the others: at the top dose activity change, negative = inhibition, actives largely listed as inhibitors; hit rate 1.2% among 390,000; further: potency means the concentration at half of the fitted maximal effect; on the % scale 0 is the no-effect control and ±100 the full control effect
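Pol eta (10 nM) was preincubated with compounds for 15 min at room temperature, after which fluorescent replication substrate (50 nM final) was added to start the reaction. Fluorescence was read kinetically at 0 and 10 min.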
RGS4 inh = inhibitors of human regulator of G protein signaling 4; P49798; hit rate 0.039% among 390,000; Potency, µM (highest dose often 114 µM), for inactives: at the top dose activity change, negative = inhibition, most hits filed as inhibitors; Transcreener GDP fluorescence polarization, RGS4-accelerated GTP hydrolysis; further: potency means the concentration at half of the fitted maximal effect; on the % scale 0 is the no-effect control and ±100 the full control effect; nearly all actives have a fitted effect of over 75% in size; some results filed as inactive show a strong effect at the top dose
Target sequence (P49798 whole entry, looked up): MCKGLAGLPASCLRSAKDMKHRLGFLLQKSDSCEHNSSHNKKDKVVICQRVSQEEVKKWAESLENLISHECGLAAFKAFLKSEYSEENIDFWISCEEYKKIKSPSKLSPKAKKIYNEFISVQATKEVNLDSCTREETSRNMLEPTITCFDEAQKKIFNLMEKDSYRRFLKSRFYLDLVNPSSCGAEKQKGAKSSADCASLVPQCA
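MLSMR compounds (23 nl, pin-transferred) preincubated 10 min at room temperature with a 500nM (2x) first reagent, then RGS4 at 900nM (2x) plus Transcreener GDP mix added; fluorescence polarization (620/688 nm) read before and after 90 min at 30 °C.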
ERG-DNA inh = ERG Ets/DNA interaction inhibition. hit rate 0.028% among 370,000. P11308. fluorescence polarization, His-ERG Ets domain / labelled DNA. Potency, µM (highest dose often 76.9 µM), inactives show at the top dose FP activity, negative = inhibition, actives largely listed as inhibitors; active means well fitted inhibition curve with a large enough effect in the polarisation, with a control signal flat; inconclusive means small, poorly fitted or top-dose-only effect, or effect the other way, or a change in a side signal; inactive means no such curve, though single readings can be large or run the other way; the % refers to the polarisation;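 further: polarization taken with two DNA probes labelled with fluorescein and Texas red; potency means the concentration at half of the fitted maximal effect; % of control where 0% means no effect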
Target sequence (P11308 whole entry, looked up, the tested form may be a part): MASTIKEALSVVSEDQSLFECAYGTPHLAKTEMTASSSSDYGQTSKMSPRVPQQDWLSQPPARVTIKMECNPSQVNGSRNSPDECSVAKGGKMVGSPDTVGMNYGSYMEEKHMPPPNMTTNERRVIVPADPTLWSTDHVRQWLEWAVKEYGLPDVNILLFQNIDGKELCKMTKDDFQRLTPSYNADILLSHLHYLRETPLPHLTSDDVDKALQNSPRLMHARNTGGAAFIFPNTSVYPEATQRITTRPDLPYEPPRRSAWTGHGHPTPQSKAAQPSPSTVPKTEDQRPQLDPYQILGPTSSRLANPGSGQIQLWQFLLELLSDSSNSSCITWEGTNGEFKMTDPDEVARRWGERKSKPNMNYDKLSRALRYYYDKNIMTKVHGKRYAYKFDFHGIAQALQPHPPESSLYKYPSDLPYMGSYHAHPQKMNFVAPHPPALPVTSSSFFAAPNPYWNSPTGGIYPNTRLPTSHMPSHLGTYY
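His-tagged ERG Ets domain (1 uM in the protein solution; 300mM KCl, 50mM Tris-HCl, 1mM EDTA, 1mM DTT, pH 7.5) received compound, then a probe mix of 5 nM fluorescein-DNA and 100nM Texas-615-DNA. Fluorescence polarization was read for both dyes.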
Pol beta inh = inhibitors of human DNA polymerase beta. P06746. Pol beta primer extension/strand displacement, fluorescence kinetic. Potency, µM (doses to about 114 µM), for inactives: at the top dose activity change, negative = inhibition, hits mostly inhibitors. hit rate 1.3% among 340,000. AID 485314; further: potency means the concentration at half of the fitted maximal effect; on the % scale 0 is the no-effect control and ±100 the full control effect
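Reaction started by 50 nM substrate onto compound-treated Pol beta (10 nM, 15 min preincubation, room temperature); plates read at 0 min and 10 min. Normalized concentration-effect data fitted by four-parameter Hill equation.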
Anesthetic bind = binds horse apoferritin like a general anesthetic; AID 485281; P02791; apoferritin/1-aminoanthracene competitive binding, fluorescence; hit rate 0.074% among 350,000; Potency, µM (highest dose often 77.5 µM), without a hit: at the top dose activity change, negative = displacement, hits mostly inhibitors; further: potency means the concentration at half of the fitted maximal effect; on the % scale 0 is the no-effect control and ±100 the full control effect; nearly all actives have a fitted effect of over 20% in size
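Probe: 1-aminoanthracene (50% saturated, PBS). Protein: horse-spleen apoferritin, 10 uM. Incubation: 10 min, room temperature. Detection: 380 nm excitation, 535 nm emission. Analysis: normalized response, four-parameter Hill.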
12-LOX inh = ALOX12 (human) lipoxygenase inhibition. hit rate 1.1% among 580,000. purified 12hLO, xylenol orange hydroperoxide absorbance. AID 1671190. Potency, µM (top dose mostly 108 µM), without a hit: top-dose activity change, negative = inhibition, actives largely listed as inhibitors; further: potency means the concentration at half of the fitted maximal effect; on the % scale 0 is the no-effect control and ±100 the full control effect
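Purified human 12hLO at 150 nM in 25 mM Hepes, 0.01% Triton X-100, pH 7.0, preincubated 15 min at room temperature with compound. Reaction started with 40 uM arachidonic acid, 30 min at room temperature. Hydroperoxide measured by Fe-xylenol orange, 573/405 nm absorbance ratio.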
Pol kappa inh = inhibitors of human DNA polymerase kappa. Q9UBT6. purified Pol kappa, fluorescent DNA synthesis assay, 10 min. Potency, µM (highest dose often 107 µM), for inactives: top-dose activity, negative = inhibition, most hits filed as inhibitors. hit rate 0.53% among 400,000; further: potency means the concentration at half of the fitted maximal effect; on the % scale 0 is the no-effect control and ±100 the full control effect
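First, compounds were pin-transferred onto 10 nM Pol kappa. After 15 min at room temperature, substrate was added to 50 nM final. Fluorescence was then measured kinetically at 0 and 10 min.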
* = called active by the depositor; i = inactive; ? = inconclusive; . = no result given; & = joins results of further samples; [ ] = dose if it differs, or a comment. Unless noted, the call rests on the fitted dose curve; in most records, active means well fitted curve in the direction sought with a large enough effect; inconclusive means small, poorly fitted or top-dose-only effect, or another doubt; inactive means no such curve, though single readings can be large; an effect the other way counts as inactive or inconclusive.

SMILES	APE1 inh	LDHA block	POLH inh	RGS4 inh	ERG-DNA inh	Pol beta inh	Anesthetic bind	12-LOX inh	Pol kappa inh
CCOC(=O)c1c(C)cc(C)[nH]c1=O	1%	-1	10%	5%	2%	-10%	-3%	-14%	-15%
COC(=O)c1cn(NC(=O)Cc2ccccc2Br)c(=O)c2ccccc12	-8%	-3	-15%	-25%	8%	-1%	-17%	2%	9%
COc1cccc2c1cc1c(=O)n(CC(=O)NCc3ccccn3)nc(C)n12	74%[activator]	-5	-20%	-22%	-7%	-16%	-2%	.	-1%
CCCCNC(=O)CCCN1C(=O)CCn2nc(-c3cccn3C)cc21	.	-5	-9%	-3%	1%	2%	5%	?	-8%[60.1 µM]
O=C(c1ccc(=O)[nH]c1)N1CCN(S(=O)(=O)c2ccc3ccccc3c2)CC1	33%	-14	-17%	-8%	5%	.	.	2%	2%
CC(=O)/C(=N\Nc1ccccc1)Oc1ccc(Br)cc1	.	-1	-7%	11%	-2%	.	.	?	-12%
CCOC(=O)C1C(=O)NC(N2CCOCC2)=NC1c1ccco1 (centres undefined)	8%	-9	-4%	-12%	-1%	-16%	6%	0%	-14%
O=C(C1=C(O)C(=O)N(CC2CCCO2)C1c1ccccc1F)c1ccco1 (centres undefined)	21%	-2	2%	4%	-4%	1%	-14%	?	0%
O=C(Cn1c(=O)c2sccc2n(Cc2ccc([N+](=O)[O-])cc2)c1=O)NCCc1ccccc1	3%	2	8%	?	1%	10%	-10%	-2%	-18%
COc1ccc(NC(=O)CN2CCCCC2)c([N+](=O)[O-])c1	11%	3	2%	-10%	.	0%	-4%	-22%[57.4 µM]	-11%
CC(NC(=O)c1cc2cc(F)ccc2[nH]1)c1ccccc1 (centres undefined)	6%	-6&7	-12%	-12%	2%	-5%	-11%	i	-14%
O=C(COC(=O)c1nc(Cl)c(Cl)c(Cl)c1Cl)NCc1ccccc1	-14%	0	-14%	0%	-2%	.	.	?	-21%
O=C(NCc1cccs1)c1nn2cccnc2c1Cl	0%	0	-8%	8%	-5%	20%	-8%	440%[activator]	5%
O=C(Cc1ncon1)Nc1ccc(F)c(F)c1F	-2%	-6	-10%	8%	-6%	3%	10%	1%	-16%
Cn1cc(S(=O)(=O)NCCc2ccccc2)c(=O)n(C)c1=O	5%	-5	-3%	17%	-2%	2%	-14%	0%	-12%
CC1(C)CC(=O)C=C(c2ccc(F)nc2)C1	16%	-7	-14%	15%	1%	.	.	1%	-1%
O=C(Nc1ccc2c(c1)OCCO2)C1CCN(S(=O)(=O)c2ccc3c(c2)OCCO3)CC1	-3%	-5	-3%	-17%	-1%	?	-11%	6%	-14%
Cc1ccc(NS(=O)(=O)c2cn(C)c(=O)n(C)c2=O)c(C)c1	19%	-1	-3%	-13%	-10%	13%	-6%	-4%	4%
COCCNC(=O)C(OC(=O)c1cc2oc(C)cc2n1C)C(C)C (centres undefined)	-3%	-4	-3%	-21%	-12%	0%	-8%	-9%	-2%
CCOC(=O)Cc1csc(NC(=O)c2sc3nc4c(C)cc(C)cc4cc3c2N)n1	-10%	-21	?	-32%	.	32µM*	-14%	?	-20%
N#Cc1ccccc1OCC(=O)N1CCN(c2ccccc2)CC1	.	0	-20%	-1%	11%	-1%	-4%	-12%	4%
O=C(NCCNc1ccc([N+](=O)[O-])cc1)c1ccccc1Br	13%	-5	-4%	8%	.	6%	?	-24%	-14%[60.1 µM]
O=C(Oc1ccc(N(Cc2cccs2)C2=NS(=O)(=O)c3ccccc32)cc1)c1ccco1	-1%	-3	-13%	4%	1%	-21%	-12%	0%	2%
CC1CC(=O)c2cnc(N3CCOCC3)nc2C1 (centres undefined)	14%	-13	4%	-2%	-10%	21%	-4%	-4%	-17%
CCN(CC(=O)NCc1cccs1)S(=O)(=O)c1cccc(Br)c1	18%	-4	-22%	-22%	1%	.	.	?	-3%

An excerpt from above, reduced to Anesthetic bind and 12-LOX inh.
| SMILES | Anesthetic bind | 12-LOX inh |
| --- | --- | --- |
| Cc1ccc(NS(=O)(=O)c2cn(C)c(=O)n(C)c2=O)c(C)c1 | -6% | -4% |
| COCCNC(=O)C(OC(=O)c1cc2oc(C)cc2n1C)C(C)C (centres undefined) | -8% | -9% |

A few values from the list:
`CCOC(=O)c1c(C)cc(C)[nH]c1=O` | LDHA block: -1
`Cn1cc(S(=O)(=O)NCCc2ccccc2)c(=O)n(C)c1=O` | Pol kappa inh: -12%
`CCOC(=O)C1C(=O)NC(N2CCOCC2)=NC1c1ccco1` (centres undefined) | Pol beta inh: -16%

Next section.
SMILES	APE1 inh	LDHA block	POLH inh	RGS4 inh	ERG-DNA inh	Pol beta inh	Anesthetic bind	12-LOX inh	Pol kappa inh
Cc1cccc(-c2ccc(NC(=O)C3CCN(CC4CC4)CC3)cc2)c1	-11%	-2	-5%	-10%	4%	4%	?	-14%	0%
CC(=O)Nc1ccc(NC(=O)COC(=O)c2cc([N+](=O)[O-])ccc2N2CCOCC2)cc1	25%	-5	-20%	-22%	-10%	23%	-15%	0%	-3%
CN(C)c1ccc(NS(=O)(=O)c2ccc(Cl)cc2)cc1	0%	4	-26%	4%	-5%	22%	-10%	?	-6%
COc1ccc(C2CC(c3c(-c4ccccc4)c4cc(Cl)ccc4[nH]c3=O)=NN2S(C)(=O)=O)cc1OC (centres undefined)	6%	-2	-11%	-35%	-2%	-10%	0%	?	4%
O=C(CN1CCCCC1)NN(Cc1ccccc1)c1ccccc1	3%	-17	-16%	-32%	-4%	24%	-10%	14µM*	-1%
Cc1nnc(SCC(=O)NC(=O)NC(C)C)s1	?	0	-10%	-23%[56.9 µM]	1%	23%	-10%	26%	-2%
CC(NC(=O)COC(=O)CCC(=O)c1ccc(F)cc1)c1ccccc1 (centres undefined)	-6%	-1	1%	28%	-7%	.	.	195%[activator]	-11%
Cc1cccc(C(C)C)c1NC(=O)c1c(-c2ccccc2)noc1C	32%	-1	-15%	21%	12%	-1%	-6%	25%	2%
Cc1ccc(Cn2c(CCNC(=O)C(C)C)nc3ccccc32)cc1	.	-1	-9%	-7%	-1%	-1%	0%	-16%	-6%
O=C1CC(N2CCN(Cc3ccc(Cl)cc3)CC2)C(=O)N1CCc1ccccc1 (centres undefined)	-1%	-1	-16%	8%	8%	?	-4%	0%	2%
Cc1nc(C)c(-c2csc(NCCc3ccccc3)n2)s1	-5%	-3	-1%	?	-13%	1%	?	5µM*	-15%
CCOCCCN(Cc1ccco1)S(=O)(=O)c1csc(C(N)=O)c1	12%	-3	-8%	-30%	-2%	-1%	-5%	-25%	1%
Nn1c(SCC(=O)N2CCCC2=O)nnc1-c1cccs1	1%	-10	-4%	12%	-16%	.	.	5%	-6%
O=C(CCNC(=O)c1ccc([N+](=O)[O-])cc1)NCCc1ccccc1	-4%	-3	-14%	-4%	1%	-3%	-6%	-5%	2%
Cc1ccccc1Nc1nnc(SCC(=O)c2c(N)n(C)c(=O)n(C)c2=O)s1	-2%	-2	6%	10%	7%	-15%	-12%	0%	-15%
O=C(Nc1ccccc1C(F)(F)F)N1CCCC(O)C1 (centres undefined)	-4%	0	-13%	5%	-5%	13%	-8%	?	3%
COc1cc([N+](=O)[O-])ccc1NC(=S)Nn1cnnc1	-1%	-16	9%	-22%	-2%	-8%	-18%	?	2%
Cc1ccc(NC(=O)C(=O)NCCc2c[nH]c3ccccc23)c(C)c1	-2%	1	-10%	-8%	1%	24%	-10%	-19%	-24%
C=CCC[C@@H](Cc1ccc(F)cc1)C(=O)OC[C@@H](Cc1ccccc1)NC(=O)[C@@H](CC=C)CC(=O)N[C@@H](CO)Cc1ccccc1	8%	0	-4%	2%	3%	.	.	-4%	-17%
CC12CCC(C(=O)N3CCCc4ccccc43)(CC1=O)C2(C)C (centres undefined)	0%	0	-6%	1%	-9%	19%	?	0%	-8%
O=C(COC(=O)C1CC1)Nc1ccc(Cl)cn1	19%	-17	-3%	4%	-3%	.	.	3%	-19%
O=C(NCCCO)c1cc2ccccc2[nH]1	-8%	-2	-6%	-15%	-2%	-2%	-1%	-6%	-2%
CN(C)c1ccc(/C=C/c2nnnn2-c2ccccc2)cc1	-3%	-4	-13%	6%	0%	-5%	63%[activator]	-20%	-7%
COc1ccc(N2CCN(C(=O)CCCC3=NS(=O)(=O)c4ccccc4N3)CC2)cc1	-3%	2	-11%	-18%	-4%	33%	-15%	-21%	3%
CCN1CCCC1Cn1cnc2c([nH]c3ccc(Cl)cc32)c1=O (centres undefined)	0%	-5	-19%	21%	-3%	4%	-11%	?	0%
Cc1onc(-c2ccccc2)c1C(=O)N(CC(C)C)c1c(N)n(CC(C)C)c(=O)[nH]c1=O	2%	-8	-16%	15%	1%	.	.	-4%	-19%
O=C1OC[C@H]2CCCN2C(=O)[C@@H](CC(=O)N(CCO)Cc2ccccc2)C/C=C\CC[C@H]1Cc1ccc(F)cc1	-7%	-3	-17%	-24%	2%	.	.	-10%	7%
O=C(CCCCCN1C(=O)C2C3C=CC(C3)C2C1=O)Nc1nccs1 (centres undefined)	2%	-2	-4%	9%	-5%	9%	?	58%	6%
COCCN1Cc2cccc(C(=O)Nc3ccc(S(=O)(=O)N4CCCCC4)cc3)c2C1=O	?	-7	-7%	-53%	6%	15%	1%	6%	-10%

Some of the compounds tested. The share of hits here may be higher or lower than overall.
